# Compound activity: PubChem, several laboratories
# KLF5 inh = KLF5 expression inhibitors, primary screen, DLD-1 cells, luminescence | DLD-1 KLF5 promoter-luciferase reporter | inhibition, % at 5 µM | actives 0.23% (n = 290,000);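 active = inhibition above a per-plate limit of that plate's mean compound inhibition plus 3 SD, cut at about 60% in these data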;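 note: 0% = DMSO wells and 100% = LY294002 at 200 µM; higher means less KLF5 promoter-driven luciferase light; inactives centre near -14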
# HSP90 refold inh = HSP90 inhibitors, primary screen, cell lysate, luminescence | AID 1789, 2009 | actives 0.91% (n = 290,000) | Rabbit reticulocyte lysate, luciferase refolding luminescence, 3 h | inhibition, % at 5.6 µM | Heat shock protein HSP 90 (rabbit reticulocyte lysate; luciferase refolding);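 active = inhibition above the screen-wide mean plus 3 SD, computed separately per campaign, cut at about 16% in these data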;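 note: 0% = DMSO wells and 100% = 60 µM geldanamycin wells; inhibitors lower the luminescence because luciferase stays unfolded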
# Platelet DG rel = inhibitors of platelet dense granule secretion, primary screen, cell-based, MLPCN, human platelets; human platelet-rich plasma, SFLLRN dense granule ATP release, luminescence; inhibition, %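 (compounds screened at 7.5 µM in platelet-rich plasma)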; actives 0.22% (n = 300,000); AID 1663, 2009;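 active = mean replicate score, as percent of positive control, at or above 50; inconclusive = mean below 50 but at least one replicate at or above 50; inactive = mean and every replicate below 50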
# AI-2 QS modul = Vibrio harveyi AI-2 quorum sensing modulators, primary screen, JMH597 strain, luminescence/OD600 ratio; Vibrio harveyi JMH597 AI-2 luminescence/OD600 ratio, 9 h; hits give low values; strain lacks LuxN and CqsS sensors; 0 = neutral-control median; actives 0.4% (n = 300,000); activity change, % at 7.5 µM; in the data active = activity change below about -75%, passing the limit was not always enough; inconclusive = no clear call, values can overlap the other calls;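 note: luminescence divided by OD600 gain over 9 h not by final OD600 alone; inactives centre near 13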
# HSF-1 act = HSF-1 activators, primary screen, NIH3T3-HGL cells, MG132 stress, luminescence, single point | NIH3T3-HGL HSF-1 luciferase reporter, 8 h; 100% = twice DMSO control signal | activation, % at 9 µM | actives 1.7% (n = 300,000) | AID 504408, 2011;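 active = mean replicate activation of at least 50% with a set share of replicates each reaching 50%; inconclusive = only one of those two conditions met; inactive = mean below 50% and too few replicates reaching it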;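 note: 0% = median of the neutral control wells and 100% = twice that signal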
# HDAC3 inhib = HDAC3 deacetylase inhibitors, primary screen, biochemical, fluorescence, cell-free homogeneous; Histone deacetylase 3 (Homo sapiens), O15379; recombinant HDAC3, fluorogenic peptide/trypsin coupled; inhibition, % at 8.3 µM; actives 0.15% (n = 320,000); AID 2718, 2010; in the data active = inhibition above about 26%, passing the limit was not always enough; inconclusive = no clear call, values can overlap the other calls
# Target sequence (O15379 whole entry, looked up): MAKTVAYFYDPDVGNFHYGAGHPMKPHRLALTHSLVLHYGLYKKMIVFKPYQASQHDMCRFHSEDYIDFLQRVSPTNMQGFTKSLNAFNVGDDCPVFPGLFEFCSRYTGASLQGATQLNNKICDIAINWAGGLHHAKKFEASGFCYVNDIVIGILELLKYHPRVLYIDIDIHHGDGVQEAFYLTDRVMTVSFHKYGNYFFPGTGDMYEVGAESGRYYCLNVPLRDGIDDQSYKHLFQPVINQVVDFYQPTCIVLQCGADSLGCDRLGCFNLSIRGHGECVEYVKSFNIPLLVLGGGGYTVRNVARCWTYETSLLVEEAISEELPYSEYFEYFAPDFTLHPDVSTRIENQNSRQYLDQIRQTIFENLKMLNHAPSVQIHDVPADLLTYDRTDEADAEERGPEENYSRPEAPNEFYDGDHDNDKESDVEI
# aSyn 5UTR inh = MLPCN primary screen, SNCA 5' untranslated region; alpha-synuclein 5'UTR reporter, inhibitor activity; inhibition, % (tested at 7.5 µM); actives 0.82% (n = 300,000); AID 1813, 2009; in the data active = inhibition above about 60%; inconclusive = no clear call, values can overlap the other calls;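 note: H4 neuroglioblastoma cells stably carrying SNCA 5'UTR luciferase fusion; 0% = DMSO wells and 100% = positive control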
# HSF1 inh = HSF1 inhibitors in luciferase reporter cells, primary screen, cell-based, NIH3T3, luminescence. NIH3T3-HGL HSE-luciferase, MG132-induced, luminescence 8 h; hits give low values. activity change, negative = inhibition, % at 7.5 µM (by protocol). actives 0.77% (n = 300,000);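 active = more than half of replicate wells show activity change below -50%, luminescence cut by over half; inconclusive = some wells, but at most half, below -50%; inactive = no replicate well below -50%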;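 note: luciferase reports HSF-1 transcriptional activity via heat shock element; 0% = median of DMSO wells and -100% = zero luminescence signal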
# HIF activator = HIF pathway transcriptional activators, primary screen, cell-based, U2OS HRE-luciferase, luminescence | U2OS HRE-luciferase reporter; normalized: DMSO 0%, desferrioxamine 100% | actives 0.32% (n = 300,000) | activation, % at 7.5 µM (by protocol);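 active = mean activation of at least 10% of the iron chelator positive control signal, with at least half of replicates also reaching 10%; inconclusive = mean and replicate majority disagree about reaching 10%; inactive = mean and most replicates under 10%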
# IEC-6 cytotox = cytotoxicity in IEC-6 intestinal epithelial cells, primary screen, cytotoxicity control for KLF5 inhibitor project, cell-based, luminescence | IEC-6 cytotoxicity, luminescence viability | inhibition, % at 5 µM | actives 0.78% (n = 290,000); in the data active = inhibition above about 22%;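 note: 0% = plate median of test compound wells and 100% = cytotoxic reference compound wells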
# Active calls of the source: *; ? = inconclusive; . = no result given. Rows were taken by chance (roughly 5% active in at least one column).
SMILES,KLF5 inh,HSP90 refold inh,Platelet DG rel,AI-2 QS modul,HSF-1 act,HDAC3 inhib,aSyn 5UTR inh,HSF1 inh,HIF activator,IEC-6 cytotox
CCCCNS(=O)(=O)c1ccc2nc(SCC(=O)Nc3cc(C)cc(C)c3)[nH]c2c1,7,-1,-9,41,5,14,24,1,-1.1,-1
CC(C)/C=C/CN1CCCC(N2CCN(c3cccc(Cl)c3)CC2)C1 (stereo not drawn),-26,2,-8,8,13,11,8,-1,0.4,3
CCOC(=O)Cc1csc(N/N=C/c2ccccc2)n1,5,7,1,31,-16,12,-23,-14,-0.3,-1
Cc1c(C(C)NC(=O)Nc2ccc(F)cc2F)cnn1C (stereo not drawn),-44,1,-9,16,-17,-1,-24,-6,-0.1,1
Cn1c(=O)cc(OCCCC(=O)NC2CCCC2)c2ccccc21,-45,-3,-5,33,56*,-3,-8,23,0.4,21
CC(CCc1ccccc1)NC(=O)c1ccco1 (stereo not drawn),-30,0,1,3,22,-1,-6,2,0.2,-3
COc1cc(C(=S)N2CCOCC2)ccc1OC(=O)c1ccc([N+](=O)[O-])cc1[N+](=O)[O-],-13,-1,6,20,-6,-2,-3,-1,-4.3,2
CCCCC1=CC2=C(c3ccco3)C(=O)C(C)(OC(=O)c3ccc(OC)cc3)C(=O)C2=CN1CCCCO (stereo not drawn),.,.,1,20,-14,0,-2,-1,-0.9,.
Cc1ccc(NC(=O)NC2CC(=O)N(c3ccc4c(c3)OCCO4)C2)cc1F (stereo not drawn),.,.,-16,25,-14,-3,17,-3,-0.2,.
Cn1nnc(NC(=S)NC(=O)c2ccco2)n1,1,-2,-3,36,17,13,0,-3,0.0,15
CN(C)c1ccc(N=Cc2nc(-c3ccccc3)oc2OC(=O)c2cccc(Br)c2)cc1,-125,5,-2,13,19,8,-166,19,2.7,-1
OCCCNCc1ccc(Cl)cc1Cl,-10,0,3,21,2,10,7,-3,-0.4,5
Cc1cc(=O)n2ccsc2n1,-9,-4,3,-1,3,.,12,-2,0.7,-10
Cc1noc(C(=O)Nc2ccc(Cl)cc2)c1Cl,-13,25*,-5,19,-17,-6,3,1,1.3,3
O=C(CCn1c(=O)oc2ccc(Cl)cc21)N1CCN(c2ccccc2)CC1,6,2,-11,9,5,-4,0,-6,0.7,0
Cc1cccc(NC(=O)NCC2CC2)c1,-27,-3,0,7,19,2,-34,1,2.3,4
COCCNC(=S)N1CCc2cc(OC)c(OC)cc2C1c1cccs1 (stereo not drawn),9,2,-1,18,4,7,-60,1,1.1,-5
Cc1ccc(C(=O)NC2CCCC2)cc1S(=O)(=O)N1CCCCC1,-16,-2,-2,22,1,13,-13,-4,-0.8,1
Cc1ccccc1C(=O)NC(=S)Nc1ccccc1[N+](=O)[O-],-3,-4,-6,7,58*,-3,-44,10,1.1,-1
COc1cc(NC(=S)Nc2ncccc2C)cc(OC)c1OC,-51,-2,1,4,34,0,-24,9,1.1,1
O=C(COC(=O)C1CCCCC1)Nc1ccc(N2CCCCC2)cc1,-11,-2,-11,16,0,0,-21,2,0.1,7
O=C(NCCCc1ccccn1)C1CCC(=O)N(Cc2cccc(F)c2)C1 (stereo not drawn),-28,-1,3,72,29,?,-117,9,3.9,3
COc1cc2[nH]c3c(OC)ncnc3c2cc1OC,-6,3,6,-10,-17,5,-12,0,0.2,8
CC(=O)Nc1cccc(NC(=O)C2CC(=O)N(C3CCCCC3)C2)c1 (stereo not drawn),-12,-2,9,-1,8,0,-1,0,-0.2,-1
Cc1cc(C)c(C(=O)/C=C/c2cccc3ccccc23)c(=O)[nH]1,-20,5,-14,9,84*,-1,-5,65,-1.5,6
Cc1cccc(C)c1NC(=O)COC(=O)c1cc(-c2cccnc2)nc2ccccc12,8,2,5,20,.,3,17,.,0.0,5
FC(F)(F)c1ccccc1/C=N/n1c(C2CCCCC2)n[nH]c1=S,7,-1,-2,9,-9,10,12,1,0.2,0
O=C(COc1ccc2c(C(F)(F)F)cc(=O)oc2c1)Nc1ccc2c(c1)OCCO2,-7,-2,-17,4,-10,-8,36,-13,-0.4,-9
CN(C)/C=N/c1ncc(C(=O)c2ccccc2)s1,-83,-3,-9,-2,42,9,-160,24,1.7,1
CC(=O)N=C(N)Sc1nc2ccccc2[nH]1,-78,3,-1,18,25,1,-135,18,4.7,0

# Continued; the last two above are carried over.
SMILES,KLF5 inh,HSP90 refold inh,Platelet DG rel,AI-2 QS modul,HSF-1 act,HDAC3 inhib,aSyn 5UTR inh,HSF1 inh,HIF activator,IEC-6 cytotox
CN(C)/C=N/c1ncc(C(=O)c2ccccc2)s1,-83,-3,-9,-2,42,9,-160,24,1.7,1
CC(=O)N=C(N)Sc1nc2ccccc2[nH]1,-78,3,-1,18,25,1,-135,18,4.7,0
O=C(C[n+]1cccc(Br)c1)c1ccccc1,-49,-1,14,19,-1,-4,22,3,0.2,0
CCOC(=O)Cc1csc(NC(=O)c2ccc(Br)cc2)n1,-20,3,0,11,-4,5,-13,1,-3.8,-2
COCCNC(=O)COC(=O)/C=C/c1c(C)nn(Cc2ccc(Cl)cc2Cl)c1Cl,-27,-3,1,20,-8,2,23,1,-0.1,0
CC(C)NC(=O)CSc1nc(N)c(NC(=O)c2ccccc2F)c(=O)[nH]1,8,1,-6,17,-9,2,15,-5,-0.4,2
CC(C)(Oc1ccc(Cl)cc1)C(=O)NCC(c1cccs1)N1CCOCC1 (stereo not drawn),.,.,-21,-5,-1,0,-2,7,-0.4,.
CC(=O)NC(CC(=O)OCC(=O)N1CCN(S(=O)(=O)c2ccc(Cl)cc2)CC1)c1ccccc1 (stereo not drawn),.,.,-8,18,-24,-8,-4,-3,-0.6,.
Cc1cc(C)n(CCC(=O)Nc2ccc3c(c2)OCCO3)n1,-13,1,-8,16,-26,-3,-17,-28,0.0,-4
CCC1CCc2c(c3ccccc3[nH]c2=O)O1 (stereo not drawn),-10,-2,4,15,-4,-6,0,9,0.0,0
N#CCC(=O)NNC(=S)NC(=O)C(c1ccccc1)c1ccccc1,3,0,0,25,4,12,10,5,0.1,1
O=C(/C=C/c1ccc(Cl)cc1Cl)NCc1ccncc1,-19,4,-8,-32,-4,3,-33,-2,0.2,9
O=C(/C=C/c1ccccc1)NC(=S)Nc1cccnc1,-2,1,8,13,45,4,-16,22,0.3,5
COc1cccc(C(=O)CN2CCN(S(=O)(=O)c3cccc([N+](=O)[O-])c3)CC2)c1,14,-2,-2,17,16,0,15,0,-0.1,-1
CC1(C(=O)N2CCN(Cc3ccccc3Cl)CC2)CC1(Cl)Cl (stereo not drawn),-18,19*,-9,5,7,0,-71,11,0.4,3
O=C(CSc1nc2nc(-c3cccs3)cc(C(F)(F)F)c2c(=O)[nH]1)Nc1c(F)c(F)c(F)c(F)c1F,-24,-3,-2,15,-9,-8,4,-6,0.4,7
CCOc1cc(C(=O)N(C)Cc2cc3cc(OC)ccc3[nH]c2=O)cc(OCC)c1OCC,-19,2,4,26,-4,-10,-12,-10,-0.1,2
Cc1ccc(C(=O)NCCSc2c(C)[nH]c3ccccc23)cc1[N+](=O)[O-],-5,8,0,29,-9,6,21,-2,-0.4,-1
COc1ccccc1NC(=O)c1ccc(N)cc1,-34,-3,1,18,-8,-3,8,2,0.4,-4
Oc1ccc(Br)cc1-c1cc(-c2ccco2)[nH]n1,-10,3,-1,24,0,3,-9,4,0.5,-3
COC(=O)c1ccc(CSc2nc3ccccc3c(=O)n2N)cc1,-12,3,5,-20,-18,-4,-10,-2,-0.7,-2
CC(=O)c1ccc(NC(=O)c2noc3c2CCC3)cc1,56,21*,11,17,.,-2,71*,.,.,3
COc1cccc(OCCOCCN(C)CCO)c1,18,6,0,25,-9,0,0,-8,0.1,4
COC(CNC(=O)c1ccc(Cn2c(=S)[nH]c3cc4c(cc3c2=O)OCO4)cc1)OC,-10,3,-2,23,-7,3,3,-6,0.0,1
CCOC(=O)N1CCN(C(=O)CSc2ccccc2)CC1,-9,3,-11,20,0,5,4,-8,0.1,10
CCc1ccccc1NC(=O)CN1C(=O)C2CCCN2c2ncc(Cl)cc21 (stereo not drawn),-4,4,2,11,-3,-3,3,-7,-0.2,6
COc1ccc(NC(=O)c2cccs2)c([N+](=O)[O-])c1,-76,-3,-3,16,23,-3,-161,12,2.2,9
O=C(NNS(=O)(=O)c1ccccc1F)c1cc(-c2ccccc2)n[nH]1,-45,5,18,73,-5,-5,-1,-2,0.4,1
CC1N(C)c2cccc3cccc(c23)N1C,15,13,-1,31,17,-5,27,1,-0.8,4
O=C(c1cn(-c2ccccc2)nc1-c1ccccc1)N1CCOCC1,17,-2,2,3,4,-5,-1,0,-1.2,0
Cc1sc(NC(=O)c2ccco2)c(CN2CCCCC2)c1C,7,-3,-1,23,29,0,-25,13,0.6,0
Nc1nc(-c2ccco2)nn1C(=O)CCc1ccccc1,11,0,-16,6,11,9,11,-4,-0.1,-8
Cc1cc(C(=O)NC(Cc2ccccc2)C(=O)O)c(C)o1 (stereo not drawn),-4,-1,0,14,14,.,5,1,0.4,2
COc1ccccc1CN1CCNC(=O)C1CC(=O)N(C)Cc1ccon1 (stereo not drawn),-24,10,1,24,9,-4,1,-4,-0.3,7
CC(C)(C)NS(=O)(=O)c1cc(C(=O)Nc2sccc2C#N)ccc1Cl,-21,10,-14,21,-18,4,5,0,0.2,0
COc1cc(C(=O)NNC(=S)NC(=O)/C=C/c2ccccc2)cc(OC)c1OC,6,6,-10,62,16,2,26,-1,0.3,5
Cc1ccc(NC(=O)CCn2cccc2)cc1F,-21,-1,-2,-52,20,2,-5,16,0.8,3
COc1ccc(CCN2CC(C(=O)N(C)CC(=O)Nc3cccc(F)c3)CC2=O)cc1OC (stereo not drawn),-13,0,-3,25,-6,.,-1,0,-0.1,-7
Cc1cc(C)cc(NC(=O)CCc2nc3sc4c(c3c(=O)[nH]2)CCCC4)c1,.,.,1,9,19,-1,17,14,-0.7,.
COc1ccc(C(O)C(CN2CCOCC2)c2ccccc2)cc1F (stereo not drawn),-45,5,-3,13,5,3,26,1,0.4,-3
CC(C)(C)c1ccc(/C=N/NC(=S)Nc2cccnc2)cc1,-9,8,0,14,-42,12,-26,-36,-3.2,4
O=S(=O)(c1ccc(F)cc1F)N1CCCN(c2ccc(C(F)(F)F)cn2)CC1,2,-1,-9,15,3,-1,5,0,-0.2,-4
CC(=O)N1Cc2ccccc2CC1C(=O)N1CCN(c2ccccc2)CC1 (stereo not drawn),-54,1,6,0,4,1,21,-3,0.3,-8
CCOc1cccc(CN(C)CC2CCCN(CCc3ccc(Cl)cc3)C2)c1O (stereo not drawn),-30,-4,11,7,4,-5,-9,9,-3.5,-6
